# Source: PubChem
# CXXC DNA block – inhibitors of human MLL CXXC domain-DNA interaction | Potency, µM (highest dose often 115 µM), inactives show top-dose activity change, negative = inhibition, hits mostly inhibitors | Q03164 | MLL-CXXC / FITC-HOXA9 DNA fluorescence polarization | actives 0.037% (n = 290,000); active = well fitted inhibition curve with a large enough effect in the polarisation, with a control signal flat, not every such curve was filed as active; inconclusive = small, poorly fitted or top-dose-only effect, or effect the other way, or a change in a side signal; inactive = no such curve, though single readings can be large or run the other way; the % refers to the polarisation; also: potency is read from the fitted curve at half-maximal effect
#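 Purified MLL-CXXC (added from a 7 uM solution) was preincubated 5 min at ambient with pinned compounds in 50 mM Tris-HCl pH 7.5, 50 mM NaCl, 1 mM DTT, 0.05% BSA. Fluorescein-labeled HOX-A9 DNA (50 nM solution) followed, 30 min, then polarization read.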
# ELG1 repair inh – inhibitors of ELG1-dependent DNA repair in HEK293T cells. Potency, µM (doses to about 46.1 µM), without a hit: top-dose activity change, negative = inhibition, hits mostly inhibitors. HEK293T ELG1-luciferase reporter, luminescence, 16 h; DNA damage induced by 5-fluorouridine. AID 504467. actives 2.3% (n = 330,000); also: potency is read from the fitted curve at half-maximal effect; % is scaled to controls: 0 for no effect and ±100 for the full control effect; nearly all actives have a fitted effect of over 55% in size
#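 HEK293T cells expressing luciferase-tagged ELG1 (2,000/well) received 5-Fluorouridine plus compound or DMSO for 16 hr at 37 °C. Luciferase was read by ONE-Glo luminescence after 30 min at room temperature.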
# TRPV1 ag – activates the human vanilloid receptor TRPV1; Q8NER1; TRPV1-expressing cells, Fluo-8 calcium influx, agonist mode; activation, % at 8.33 µM; actives 0.19% (n = 320,000); in the data active = activation above about 80%; inconclusive = between about 30% and that limit; also: 0% is about no effect
#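 Cells expressing TRPV1 were dye-loaded with Fluo-8 and read kinetically: 10 s baseline, 3 min after compound (agonist portion), then 2 min after EC20 capsaicin (allosteric enhancer portion). Calcium-bound dye fluorescence at 480/520 nm.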
# Integrin act MD – activates integrin-mediated alleviation for muscular dystrophy; alpha7betagal myoblasts, beta-gal FDG fluorescence, 48 h; Potency, µM (series often up to 38.3 µM), for inactives: at the top dose activation, most hits filed as activators; actives 0.064% (n = 350,000); AID 624291;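 also: potency is read from the fitted curve at half-maximal effect; 100% = response of the positive control SU9516; nearly all actives have a fitted effect of over 60% in size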
#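 alpha7betagal+/- myoblasts (passage 13, 250/well) treated 48 h at 37C with compounds at 1:260 dilution of DMSO stock. Lysed, then beta-galactosidase activity read as FDG fluorescence (ex 480/em 540) after 30 min, with pre-read for autofluorescence.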
# p53 reactivator – re-activators of mutant p53; AID 504706; Potency, µM (highest dose often 92.2 µM), for the others: top-dose activity change, positive = activation, most hits filed as activators; actives 0.063% (n = 320,000); H1299 p53-A138V BP100-luciferase reporter, luminescence, 24 h; also: potency is read from the fitted curve at half-maximal effect; % of control where 0% means no effect; nearly all actives have a fitted effect of over 45% in size
#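 H1299 (p53-null), stable ts p53-A138V + BP100-Luc; 1000 cells/well, Opti-MEM/10% FBS; cpd 4 pt, 1:5; 24 h, 37 deg C, 5% CO2; detection reagent 10 min RT; luminescence.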
# PTAP TSG101 blk – blocks PTAP/TSG101 interaction to inhibit HIV-1 budding; Fluorescence polarization, FITC-PTAP peptide / Tsg101 binding; Q99816; AID 493005; Potency, µM (highest dose often 115 µM), without a hit: at the top dose activity change, negative = inhibition, actives largely listed as inhibitors; 340,000 tested, under 10 active; active = well fitted inhibition curve with a large enough effect in the main read-out, with a control signal flat, not every such curve was filed as active; inconclusive = small, poorly fitted or top-dose-only effect, or effect the other way, or a change in a side signal; inactive = no such curve, though single readings can be large or run the other way; also: potency is read from the fitted curve at half-maximal effect; % of control where 0% means no effect
# Target sequence (Q99816 whole entry, looked up): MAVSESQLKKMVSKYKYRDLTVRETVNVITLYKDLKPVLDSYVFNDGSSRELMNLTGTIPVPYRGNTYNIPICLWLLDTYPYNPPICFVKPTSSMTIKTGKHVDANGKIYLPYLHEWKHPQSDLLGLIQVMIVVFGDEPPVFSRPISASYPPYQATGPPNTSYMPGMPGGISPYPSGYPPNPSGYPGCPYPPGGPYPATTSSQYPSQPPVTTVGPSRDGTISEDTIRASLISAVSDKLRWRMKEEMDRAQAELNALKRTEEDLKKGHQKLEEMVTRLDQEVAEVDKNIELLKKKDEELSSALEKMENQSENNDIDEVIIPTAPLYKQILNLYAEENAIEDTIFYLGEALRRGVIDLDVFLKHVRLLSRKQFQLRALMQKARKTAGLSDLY
#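 Steps: Tsg101 binding domain dispensed (10 uM final), compounds pinned in DMSO, FITC-labeled PTAP-motif peptide added (50 nM final); after 20 min binding at room temperature, polarization measured.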
# TCR activator – activates T cell receptor signaling; primary human leukocytes, anti-CD3, IL-2 HTRF, 48 h; Potency, µM (series often up to 9.22 µM), for the others: at the highest dose activation of IL-2 secretion, actives largely listed as activators; 330,000 tested, under 10 active; AID 504894; also: % of control where 0% means no effect
#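 Using a-CD3 beads without co-stimulation, primary human leukocytes were exposed to compounds for 48 hr. An HTRF IL-2 kit measured the cytokine, with europium-to-d2 energy transfer producing emission at 665nm upon 320nm excitation.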
# A-T KAP1 phos – candidate therapy for ataxia-telangiectasia; Potency, µM (highest dose often 57.5 µM), without a hit: top-dose activation, usual class: activators; actives 0.19% (n = 320,000); […] A-T fibroblasts, KAP-1 phosphorylation AlphaLISA; neocarzinostatin DNA damage 30 min before lysis; also: potency is read from the fitted curve at half-maximal effect; % of control where 0% means no effect; nearly all actives have a fitted effect of over 45% in size
#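 ATM-like activity read as KAP-1 phosphorylation via AlphaLISA donor/acceptor antibody pairs after lysis and 6 hr at 25C. Cells were ATM-null patient fibroblasts ([…], hTERT), dosed 60 min, then exposed to the DSB inducer NCS for 30 min.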
# BRCA1 expr act – activators of BRCA1 expression. Potency, µM (top dose mostly 46.1 µM), inactives show top-dose activation, actives largely listed as activators. actives 1.1% (n = 380,000). MCF7-BRCA1-FFLuc reporter, luminescence, 48 h; response scale: scaled: vehicle 0%, 10 µM genistein 100%. AID 624202; also: potency is read from the fitted curve at half-maximal effect; nearly all actives have a fitted effect of over 80% in size; some results filed as inactive show a strong effect at the top dose
#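 Cells: MCF7-BRCA1-FFLuc, 2000/well. Exposure: 48 h, 37 °C, 5% CO2. Read: luminescence, 15 min post-substrate. Controls: genistein 10 microM (maximal activation), DMSO (neutral).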
# B2AR arrestin – recruits beta-arrestin to the human beta2-adrenergic receptor; P07550; beta-arrestin recruitment to beta2AR, cell-based reporter; Potency, µM (doses to about 46.1 µM), for the others: at the top dose activation, hits mostly activators; actives 0.02% (n = 330,000);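 also: potency is read from the fitted curve at half-maximal effect; 0% = DMSO controls and full agonism = EC100 isoproterenol or metaproterenol; nearly all actives have a fitted effect of over 65% in size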
# Target sequence (P07550 whole entry, looked up): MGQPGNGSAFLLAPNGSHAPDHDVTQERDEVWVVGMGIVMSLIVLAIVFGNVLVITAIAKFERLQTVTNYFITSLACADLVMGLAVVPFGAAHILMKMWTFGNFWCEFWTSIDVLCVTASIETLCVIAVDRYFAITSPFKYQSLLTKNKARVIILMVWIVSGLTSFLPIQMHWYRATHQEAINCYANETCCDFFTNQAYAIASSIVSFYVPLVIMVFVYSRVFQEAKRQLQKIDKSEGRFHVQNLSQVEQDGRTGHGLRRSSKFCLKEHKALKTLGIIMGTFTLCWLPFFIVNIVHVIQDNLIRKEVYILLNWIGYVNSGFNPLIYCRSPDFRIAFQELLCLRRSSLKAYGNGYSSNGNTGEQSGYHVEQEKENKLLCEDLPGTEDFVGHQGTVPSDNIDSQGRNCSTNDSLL
# * hit, by the source's call; u = inconclusive; x = no result given; [ ] = dose if it differs, or a comment. Unless noted, calls follow the shape of the dose curve; as a rule, active = well fitted curve in the direction sought with a large enough effect; inconclusive = small, poorly fitted or top-dose-only effect, or another doubt; inactive = no such curve, though single readings can be large; an effect the other way counts as inactive or inconclusive.
no.	structure	CXXC DNA block	ELG1 repair inh	TRPV1 ag	Integrin act MD	p53 reactivator	PTAP TSG101 blk	TCR activator	A-T KAP1 phos	BRCA1 expr act	B2AR arrestin
1	COC(=O)c1c(NC(=O)CSc2nc3nc(C)cc(C)n3n2)sc(C)c1C	4.1%	-2.0%	-2.1	-15.0%	-3.2%	-1.4%	-4.7%[46.1 µM]	1.1%	-1.9%	-0.6%
2	CC(C)(C)c1nc2ccccc2c(=O)n1N1C(=O)c2ccccc2C1=O	27.9%	u	8.2	3.1%	4.5%	-6.1%	-0.9%[46.1 µM]	-3.3%	-73.3%	-0.6%
3	NS(=O)(=O)c1ccc(NC(=O)CSc2nnc3n2CCCCC3)cc1	x	0.0%	x	-12.0%	-0.7%	-1.0%	x	-1.0%	1.5%	0.0%
4	CCn1c(NN)nc2sc3c(c2c1=O)CCC3	-13.8%	0.0%	-10.2	-15.6%	2.2%	-9.0%	5.3%	x	-54.7%	0.3%
5	Cc1c(Cl)cccc1NC(=O)COC(=O)CN1C(=O)NC(C)(C)C1=O	-7.1%	2.0%	-2.0	5.7%	-1.1%	-1.7%	8.0%	-13.6%	2.2%	-0.3%
6	CCCn1c(N)c(C(=O)CSc2nnc(-c3cccs3)n2C2CC2)c(=O)[nH]c1=O	x	-25.9%	x	0.0%	-5.3%	1.6%	3.5%	2.2%	-2.9%	-0.4%
7	Cn1c(CC(=O)Nc2ccccc2F)nnc1SCC(=O)NC1CCCCC1	1.6%	9.8%	3.2	2.2%	2.7%	-0.7%	2.9%	-5.1%	-4.6%	0.4%
8	COc1cc(OC)c2c(OC)cccc2n1	-11.6%	8.8%	-2.2	17.9%	13.6%	-4.4%	-0.6%[46.1 µM]	10.2%	-0.7%	3.2%
9	Cc1ccc2oc(=O)c3cc(C(=O)NCCCN4CC(C)CC(C)C4)sc3c2c1 (stereo unspecified)	-3.7%	u	6.0	30.4%	4.4%	-5.9%	1.0%	-8.1%	-23.8%	0.1%
10	COC(=O)c1ccc(CSc2nnc3c(n2)[nH]c2ccccc23)cc1	-22.0%	10.5%	-1.3	1.7%	-4.2%	2.8%	12.7%	-5.6%	-2.7%	-0.9%
11	CCC(C)(C)NC(=O)CN(C(=O)c1snc(C(N)=O)c1N)c1ccc2c(c1)OCCO2	5.8%	12.0%	1.5	0.2%	-5.0%	-2.9%	2.4%	-1.6%	-2.4%	0.2%
12	COc1ccc(OC)c(N(CC(=O)NCc2ccccc2)S(=O)(=O)c2ccc(OC)c(OC)c2)c1	-2.2%	6.1%	2.4	7.6%	-4.9%	-1.8%	3.8%	-14.4%	-15.2%	0.2%
13	COC(=O)c1[nH]c2ccccc2c1NC(=O)CN1CCN(Cc2ccc3c(c2)OCO3)CC1	7.2%	4.61µM*	18.7	17.6%	-8.3%	-4.0%	-1.7%	7.5%	-34.4%	0.4%
14	COc1cccc(-c2noc(CCCC(=O)NC3CCCC3)n2)c1	-1.3%	0.0%	-1.3	0.0%	-1.3%	-6.9%	2.2%	-3.5%	-21.4%	-0.9%
15	COc1ccccc1/C=C/C=N/n1c(-c2ccncc2)n[nH]c1=S	9.8%	0.0%	-1.2	-42.5%[inhibitor]	3.4%	-11.9%	4.0%[46.1 µM]	-6.1%	-44.2%	-1.0%
16	N#CC1=C(N)OC(c2ccccc2)=C(C#N)C1c1ccc2c(c1)OCO2 (stereo unspecified)	0.7%	17.8%	-1.5	10.4%	12.2%	-4.2%	-0.1%	-7.7%	8.0%	-0.2%
17	CN(C)C1=NCCN1CCCCc1ccccc1	x	5.9%	5.2	-36.1%[inhibitor]	-7.7%	1.6%	-0.5%	-4.2%	1.6%	0.3%
18	COc1cc2nc(/C=C/c3cc(OC)c(OC)c(OC)c3)sc2cc1SC	-4.7%	11.6µM*	-2.3	-31.9%	-1.8%	-2.0%	-5.7%[46.1 µM]	14.7%	-62.6%	-0.1%
19	CCCOc1ccccc1/C=C1/C(=O)ON=C1C	-25.6%	u	-1.0	20.4%	-0.5%	-1.7%	0.7%	-3.5%	-21.2%	0.3%
20	CN(c1ccccc1)c1ccc(/C=N/NC(=O)CC#N)cc1	3.4%	6.4%	1.9	15.2%	-6.1%	-1.1%	-0.6%[46.1 µM]	x	-37.1%	1.3µM*
21	O=c1cnnc(Nc2ccc(Cl)c(C(F)(F)F)c2)[nH]1	15.4%	-13.8%	-2.5	5.2%	-1.5%	-8.9%	2.2%	3.5%	4.6%	-0.3%
22	O=C(CCN1C(=O)/C(=C/c2cccs2)SC1=S)Nc1ccc(C(=O)O)c(O)c1	-2.2%	0.0%	8.0	13.0%	1.1%	-2.1%	-2.1%	-5.7%	-3.0%	0.3%
23	Oc1ccccc1N=Nc1nc(-c2ccccc2)c(-c2ccccc2)[nH]1	u	-6.7%	8.9	0.8%	15.6%	-0.6%	15.4%	1.7%	-84.8%	-0.1%
24	O=C(NCCCN1CCCCC1)c1ccc2c(c1)NC(=O)C(N1CCOCC1)S2 (stereo unspecified)	-7.6%	u	3.1	-7.1%	6.6%	2.4%	-2.4%	0.5%	-16.4%	-0.1%
25	Cc1ccc2nc(-c3ccc(NC(=O)CSc4nc(N)cc(=O)[nH]4)cc3)sc2c1	3.6%	u	2.6	-8.6%	u	-2.4%	16.3%	5.6%	93.3%	0.5%
26	COc1ccc(-c2csc3ncnc(N4CCN(S(=O)(=O)c5cccc(F)c5)CC4)c23)cc1	x	u	-1.3	11.4%	-5.3%	-0.9%	5.2%	-0.2%	-59.0%	-0.9%
27	O=c1c(-c2ccc3c(c2)OCCO3)coc2cc(OC3OC(CO)C(O)C(O)C3O)ccc12 (stereo unspecified)	10.4%	u	-4.8	u	x	-0.6%	-1.9%	-36.4%	u	0.2%
28	Cc1cccn2c(=O)c(/C=C3\SC(=S)NC3=O)c(NCCCN3CCOCC3)nc12	49.7%[activator]	1.2%	5.7	0.0%	0.6%	16.4%	12.3%	-8.2%	-6.0%	0.4%
29	COc1ccc(/C=C\C(=O)NCC(=O)N/N=C/c2ccc(O)cc2O)cc1	-3.1%	-14.8%	-0.7	26.1%	0.7%	-9.2%	11.9%	-6.8%	-24.0%	-0.2%
30	Cc1cc(S(=O)(=O)N2CCCOC2CNC(=O)C(=O)NCCCN2CCOCC2)ccc1F (stereo unspecified)	10.9%	4.2%	0.6	22.5%	-5.6%	-0.5%	-4.4%	8.0%	-4.7%	-0.5%
31	Cc1ccccc1Cn1c(=O)[nH]c2ccccc21	-2.2%	-14.6%	4.5	-5.1%	-2.4%	-4.0%	9.1%	-5.4%	0.1%	-0.3%
32	COc1cc(/C=C(\C#N)C(=O)N2CCOCC2)ccc1OCc1ccccc1	-17.8%	u	u	-20.7%	u	-3.1%	-5.2%	-4.6%	95.3%	0.0%
33	CC1CCC(NC(=O)C2c3ccccc3C(=O)N2Cc2ccc3c(c2)OCO3)CC1 (stereo unspecified)	-0.7%	-24.4%	3.4	11.6%	-0.1%	-1.6%	2.4%	-1.0%	-2.2%	0.0%
34	CCOC(=O)c1cc(C)sc1NC(=O)CN1CCN(C(=O)C2CCCO2)CC1 (stereo unspecified)	1.8%	-25.2%	1.8	5.2%	-2.9%	-6.1%	-4.5%	11.0%	-0.6%	0.2%
35	COc1ccc(S(=O)(=O)N(C)C[C@@H]2Oc3c(NS(C)(=O)=O)cccc3C(=O)N([C@@H](C)CO)C[C@H]2C)cc1	x	u	x	-20.1%	-0.3%	-4.5%	-3.4%	2.0%	7.7%	-0.9%
36	CCN(CC)S(=O)(=O)c1ccc2[nH]c(=O)cc(C(=O)Nc3ccc(C)cc3)c2c1	13.3%	u	-0.2	6.5%	0.4%	-3.3%	x	-0.4%	-21.6%	0.1%
37	CN(CC(=O)Nc1ccccc1Cl)C(=O)CN1C(=O)NC(c2ccccc2)(c2ccccc2)C1=O	x	5.6%	-0.5	-6.7%	-6.1%	-0.7%	-5.1%	14.2%	-21.0%	0.2%
38	CC(NC(=O)c1cc2cc(Br)ccc2oc1=N)c1ccccc1 (stereo unspecified)	-6.5%	-13.9%	16.4	6.3%	4.9%	-0.9%	-6.0%	10.3%	-5.1%	0.4%
39	CN1C(=O)N(CC(=O)N2CCN(S(=O)(=O)Cc3ccccc3)CC2)C(=O)C12CCCCC2	x	3.0%	2.6	2.7%	-4.2%	-0.7%	5.1%	-4.2%	-7.0%	-0.4%
40	O=C1CCCC/C=C\C[C@H](CC(=O)N(CCO)Cc2ccccc2)C(=O)N[C@@H](Cc2ccccc2)CO1	x	2.7%	x	-7.2%	7.1%	-0.9%	-4.9%	-3.0%	-6.5%	-0.9%
41	CC[C@H](C)[C@H]1CNC(=S)N1CC1CCN(CCCCc2ccccc2)CC1	x	x	x	-13.5%	x	-3.7%	1.6%	x	-23.4%	x
